Screening results deposited in PubChem BioAssay by Sanford-Burnham Center for Chemical Genomics.
A3A deaminase: blocks human APOBEC3A ssDNA deamination. recombinant A3A, FAM/TAMRA ssDNA deamination fluorescence. inhibition, % at 20 µM. 330,000 tested, 0.41% active. AID 493011;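 active = at least 40% inhibition at 20 µM here, with at most 30% in a related deaminase screen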;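 also: plate controls were A3A with DMSO for no effect and wells lacking A3A enzyme for full effect; some results filed as inactive read as strong as hits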
CCR6 antag: antagonists of human CCR6 receptor. P51684. CHO-K1 CCR6 PathHunter beta-arrestin, luminescence, CCL20-stimulated. 340,000 tested, 0.49% active. inhibition, % at 20 µM;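 active = compounds whose inhibition of the agonist-driven luminescence signal at 20 µM reaches about 50%, limit read from the data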;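 also: cells stimulated with CCL20 at 14 nM final; plate controls were DMSO with CCL20 for no effect and DMSO without agonist for full effect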
Target sequence (P51684 whole entry, looked up): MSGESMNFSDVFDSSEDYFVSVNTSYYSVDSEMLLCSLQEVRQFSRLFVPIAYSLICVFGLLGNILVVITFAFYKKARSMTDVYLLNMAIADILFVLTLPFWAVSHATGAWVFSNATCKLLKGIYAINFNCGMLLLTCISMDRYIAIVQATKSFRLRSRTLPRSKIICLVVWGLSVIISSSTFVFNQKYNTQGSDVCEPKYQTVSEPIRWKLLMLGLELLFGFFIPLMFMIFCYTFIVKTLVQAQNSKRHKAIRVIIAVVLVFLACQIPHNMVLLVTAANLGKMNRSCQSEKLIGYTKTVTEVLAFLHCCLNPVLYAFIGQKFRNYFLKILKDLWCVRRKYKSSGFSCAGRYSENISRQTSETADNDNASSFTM
APOBEC3G inh: APOBEC3G (human) deaminase inhibition; recombinant A3G, ssDNA deamination FAM/TAMRA fluorescence; 330,000 tested, 0.28% active; AID 493012; inhibition, % at 20 µM; Q9HC16;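 active = inhibition of at least 40% at 20 µM, with no more than 30% in the related APOBEC3A deaminase screen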;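 also: plate controls were DMSO wells with A3G for no effect and wells lacking A3G enzyme for full effect; some compounds called inactive have numbers as strong as hits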
NR3A LBD binder: NR3A (human) ligand-binding domain modulation; Tm shift relative to glycine control, % at 25 µM; AID 1259313; NR3A LBD differential scanning fluorimetry, Tm shift; 0% = protein alone, 100% = glycine-bound protein; 340,000 tested, 2.5% active;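 active = melting temperature shift of at least 10% of the positive control shift, at one fixed dose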
Gli-Sufu block: blocks Gli-Sufu signaling in a luciferase reporter. Sufu-KO-LIGHT fibroblasts, Gli luciferase reporter luminescence. inhibition, % at 5 µM. 340,000 tested, 0.74% active;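 active = inhibition above about 55%, limit read from the data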;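 also: 0% = DMSO-treated cells and 100% = wells with medium but no cells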
CXCR6 inh: CXCR6 (human) receptor inhibition | O00574 | CHO-K1 PathHunter CXCR6 beta-arrestin, luminescence | inhibition, % at 20 µM | 360,000 tested, 0.36% active | AID 602244; in the data active = inhibition above about 34%, passing the limit was not always enough;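 also: antagonist mode with CXCL16 agonist at 10 nM final; 0% = 10 nM CXCL16 with DMSO and 100% = unstimulated wells without agonist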
Target sequence (O00574 whole entry, looked up): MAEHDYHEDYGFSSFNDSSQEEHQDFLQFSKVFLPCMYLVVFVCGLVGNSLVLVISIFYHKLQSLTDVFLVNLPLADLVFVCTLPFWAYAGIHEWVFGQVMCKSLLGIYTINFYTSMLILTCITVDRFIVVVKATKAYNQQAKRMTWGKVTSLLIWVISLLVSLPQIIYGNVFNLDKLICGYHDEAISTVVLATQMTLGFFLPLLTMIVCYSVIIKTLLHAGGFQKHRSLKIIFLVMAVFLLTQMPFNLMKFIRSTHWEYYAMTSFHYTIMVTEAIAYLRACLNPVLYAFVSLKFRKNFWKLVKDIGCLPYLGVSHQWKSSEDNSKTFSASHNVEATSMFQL
EBI2 block: antagonists of human EBI2 receptor | P32249 | 360,000 tested, 0.81% active | EBI2 beta-arrestin recruitment, luminescence, 7a,25-OHC stimulated | inhibition, % at 5 µM; in the data active = inhibition above about 38%;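 also: enzyme fragment complementation signal reports receptor beta-arrestin coupling in cells; 0% = agonist plus DMSO wells and 100% = wells without agonist; some results beyond the cut were filed as inactive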
Target sequence (P32249 whole entry, looked up, the tested form may be a part): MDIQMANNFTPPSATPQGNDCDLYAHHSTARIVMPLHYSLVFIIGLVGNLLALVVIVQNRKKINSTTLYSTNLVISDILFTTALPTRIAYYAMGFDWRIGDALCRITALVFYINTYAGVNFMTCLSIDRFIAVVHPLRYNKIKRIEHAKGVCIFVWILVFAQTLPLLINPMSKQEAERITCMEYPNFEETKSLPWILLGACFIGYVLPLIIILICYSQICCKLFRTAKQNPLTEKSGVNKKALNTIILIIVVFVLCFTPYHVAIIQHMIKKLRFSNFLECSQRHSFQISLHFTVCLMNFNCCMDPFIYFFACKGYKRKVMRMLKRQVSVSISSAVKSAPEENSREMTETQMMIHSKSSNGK
MPTP inh: permeability transition pore inhibition. isolated mouse mitochondria, Ca2+ swelling absorbance, 30 min. inhibition, % at 10 µM. 360,000 tested, 1.4% active. AID 602449;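 active = inhibition of 50% or more, scaled per plate between neutral and stimulator controls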;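 also: 0% = DMSO wells given calcium and 100% = 1 mM EGTA wells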
The depositor's hits bear a star; . = no result given.

SMILES	A3A deaminase	CCR6 antag	APOBEC3G inh	NR3A LBD binder	Gli-Sufu block	CXCR6 inh	EBI2 block	MPTP inh
O=C(Nc1ccccc1OC(F)F)c1ccc(-n2cncn2)c([N+](=O)[O-])c1	-1	-3	-7	3	-10	-2	5	-1.3
COC(=O)Cc1c(C)c2ccc(OCC(=O)N3CCC(C)CC3)c(C)c2oc1=O	-1	6	-8	-1	14	10	4	-1.1
COCCN(CC(=O)Nc1cccc(C)c1C)C(=O)c1oc2ccccc2c1C	-3	9	-6	1	-4	1	6	-0.8
COc1ccc2[nH]c3c(c2c1)CCN1C(=O)C(CC(=O)NCCCn2ccnc2)C[C@H](C(=O)N2CCOCC2)[C@@]31C (some centres undefined)	-1	17	0	0	-11	-8	-13	-0.5
O=C(CN1CCN(S(=O)(=O)c2ccc(Br)cc2)CC1)Nc1ccccc1C(=O)c1ccccc1	2	17	-7	-1	22	9	17	6.4
C=CCOc1ccc(/C=C/C(=O)OCC(=O)N(C)CC(=O)Nc2ccc(F)cc2)cc1	1	0	-6	0	-10	8	5	-0.1
CC(C)c1cccc(C(C)C)c1OC(=O)[C@H]1OC(c2ccc(Br)cc2)=C[C@@H]1c1ccc(Br)cc1	-2	10	-6	0	4	-14	-7	7.5
CCOC(=O)c1ccc(NC(=O)N2C3CCCC2CC(NC(C)=O)C3)cc1 (centres undefined)	-3	0	-1	0	-6	-3	-9	0.1
Cc1ccc(NC(CNS(=O)(=O)c2ccc(Cl)cc2)c2ccccc2)cc1 (centres undefined)	1	-11	-3	11*	-2	-14	0	7.0
COc1cccc(CN(C)CC(O)COC(c2ccccc2)c2ccccc2C)c1 (centres undefined)	-4	1	-12	-2	-5	-8	5	3.2
Oc1ccc(-c2nccc(-c3cccs3)n2)cc1	-4	-9	-6	-11	-34	-8	-2	5.1
COc1cc(/C=N/N=C2/NC(=O)C(Cc3ccc(F)cc3)S2)ccc1O (centres undefined)	0	16	-1	-4	-24	0	9	-1.1
CNC(=O)C1=C(C)NC(=S)NC1c1cc2c(cc1OC)CCCC2 (centres undefined)	-1	0	-7	-1	5	0	-7	-8.2
O=C(c1cc2ccccc2oc1=O)N(Cc1ccco1)Cc1cccs1	3	1	0	-1	-13	-10	8	1.5
CCCCNC(=O)CCC(=O)Nc1ccc2nc(N3CCOCC3)cc(C)c2c1	1	5	-4	-3	-22	4	2	2.4
CCOc1cc(N2CCOCC2)c(OCC)cc1NC(=O)c1ccc(OC)cc1	-2	2	-4	1	6	-3	7	0.6
Cc1ccc(N2C(=O)c3ccc(C(=O)Nc4cccnc4)cc3C2=O)c(C)c1	0	0	0	3	-6	3	-16	-0.2
CCOc1ccc(S(=O)(=O)N2CCC(C(=O)NCc3cccnc3)CC2)cc1Cl	-2	3	-1	-2	-24	8	-11	0.0
Cc1cc(C(=O)O[C@H]2[C@H](C)NS(=O)(=O)[C@H]3C[C@@H]4C=C[C@]23O4)cc([N+](=O)[O-])c1	5	-2	-1	-1	-6	-5	-9	-2.5
COc1ccc(-c2cc(-c3ccccc3)no2)cc1	2	0	11	-13	-130	-12	20	0.4
CC(NC(=O)c1cccnc1)C(=O)N1CCCCC1 (centres undefined)	-2	-3	-4	1	-1	0	-1	-1.5
Cc1csc2ncnc(N3CCN(C(=S)Nc4ccc(C(F)(F)F)cc4)CC3)c12	-4	-4	2	15*	3	-6	10	91*
CC(C)c1nc(SCC(=O)Nc2ccc(C(=O)O)cc2)c2c3c(sc2n1)CCCC3	-4	4	-10	-1	0	-3	-7	-1.0
O=C(Cn1cnc2c(cnn2-c2ccccc2)c1=O)N1CCOCC1	-2	-3	2	0	5	6	-10	-1.2
CN(CC(=O)Nc1ccc(Cl)cc1)C(=O)CNC(=O)c1ccc2ccccc2c1	-8	-4	-5	-10	-25	-1	2	0.5
O=C(NCCC(=O)N(CCc1ccccc1)Cc1ccccc1)c1ccc(Br)cc1	1	11	-6	-4	4	9	25	-1.5
O=C(NNC(=O)c1ccccc1O)c1ccc(Br)cc1	-7	13	-7	-1	-22	7	-2	4.3
C/C(=C\C(=S)Nc1ccccc1)Nc1ccc2ccccc2c1	-4	-2	-6	-1	-15	-2	9	4.9
COC(=O)CS(=O)(=O)c1ccsc1C(=O)Nc1ccc(F)c(F)c1	-5	17	-8	1	7	-5	-6	-0.6
Cc1cc(NC(=O)CCC(=O)N(Cc2ccco2)C2(C(=O)NC3CCCC3)CCCCC2C)no1 (centres undefined)	-1	6	-4	0	-13	4	2	-2.1
COc1ccccc1NS(=O)(=O)c1ccc(C(=O)N2CCN(c3ccccc3O)CC2)cc1	-2	4	-4	0	16	-8	-2	-0.9
Cc1ncc(CO)c2cc(S(=O)(=O)c3ccc(F)cc3)c(=O)oc12	-5	0	-6	-1	2	-5	1	-0.2
COc1ccc(NC(=O)c2ccc(OC(=S)N(C)c3ccc(OC)cc3)cc2)cc1	4	6	-2	-13	1	-5	86*	-0.5
CC1CN(C(=S)NC(=O)c2ccc([N+](=O)[O-])cc2)CC(C)O1 (centres undefined)	-5	6	3	0	2	-4	-3	0.2
CC(C)CN(C)C(=O)CCc1nnc(Cc2ccc(-c3ccccc3)cc2)o1	1	11	-6	0	6	-1	1	2.9
CCN(Cc1nc2ccccc2c(=O)[nH]1)Cc1cc(=O)oc2cc(C)c(C)cc12	1	0	-2	-3	9	-9	6	2.6
CCCCC(O)(CCCC)C(=O)NN(C(=O)c1cccnc1Cl)c1ccccc1	13	2	0	0	3	7	8	2.9
O=C(O)C/C(=C\c1ccc(Cl)cc1)c1nc2ccccc2o1	-2	0	-3	-3	-2	-3	-7	-1.8
COc1ccc(C(C)=O)cc1COC(=O)CSCC(=O)Nc1ccc(C)cc1	3	5	-2	0	-4	4	-1	-0.7
CCCN1CCN(C(=O)CCn2c(=O)c3cccn3c3cccnc32)CC1	-3	6	-3	0	26	-2	-2	-0.1
CN1CCc2c(sc(NC(=O)c3ccc([N+](=O)[O-])o3)c2C(N)=O)C1	-1	40	8	-4	5	22	-3	1.0
CC1(C)Cc2noc(N)c2C(C)(C)N1OC(=O)c1scc2c1OCCO2	-3	-6	-6	1	40	-1	-3	-0.5
COc1ccccc1OCCNC(=O)CNC(=O)c1ccc(C(C)(C)C)cc1	-1	-1	-7	-2	-31	-3	9	0.7
COc1ccc(CNc2nc3ccccc3n2Cc2ccccc2)cc1OC	1	5	-3	1	19	-1	9	0.9
CCn1c(CC(=O)Nc2ccc(C)cc2)n[nH]c1=S	-8	-1	13	1	.	-3	-5	0.6
O=C(Cc1cccs1)NNC(=O)C12CC3CC(CC(C3)C1)C2	-3	7	-16	1	-1	4	-1	1.2
COc1cc(NC(=O)Cc2cccs2)ccc1-n1cnnn1	-1	0	-8	0	5	-12	-3	-0.6
CCN1CCN(C(=S)Nc2cccc(Cl)c2)CC1	2	11	1	0	-15	-7	-8	0.6
CCCc1cc(=O)oc2c(C)c(OCC(=O)NCCCN3CCOCC3)ccc12	3	-9	10	-3	12	-4	9	2.2
O=C(Nc1ccc2oc(Cc3ccc(Cl)cc3)nc2c1)c1cccnc1	2	8	-3	-4	7	-8	-8	-0.5
CCCCCC(=O)NN1C(=S)N(c2ccc(OC)cc2)C(=O)C1CC(=O)Nc1ccccc1 (centres undefined)	-4	16	2	-2	3	-1	5	3.4
COC(C(=O)Nc1ccnn1C1CCN(C(=O)c2cccc(F)c2)CC1)c1ccccc1 (centres undefined)	-4	-1	-5	-1	-9	6	-13	-0.1
CC1(C)CC2CC(C)(CN2C(=O)C23CCC(C)(C(=O)C2)C3(C)C)C1 (centres undefined)	-5	-7	-6	0	4	5	-7	-2.0
Cc1ccccc1Cn1cc(NC(=O)c2cc(-c3cccs3)on2)cn1	3	14	2	-17	1	9	1	0.3
CS(=O)(=O)N1CCN(c2ccccc2NC(=O)Cc2ccc(Cl)cc2)CC1	-1	4	-5	0	-15	10	7	1.7
CCOC(=O)C1=C(C)NC2=C(C(=O)CC(C)(C)C2)C1c1ccc2c(c1)CCCN2C (centres undefined)	-2	20	1	0	4	3	-1	-1.4
COc1ccc(-c2cc3c(=O)n(CC(=O)NCCN4CCCC4)nc(C)n3n2)cc1	0	-9	-3	2	6	6	-5	-2.2
Nc1nc(C23CC4CC(CC(C4)C2)C3)[nH]c(=O)n1	-5	5	-2	-1	-10	2	6	1.9
Cc1cc(=O)oc2cc(N3C(=O)CC(Cc4ccccc4)C3=O)ccc12 (centres undefined)	4	4	3	0	-11	-10	-14	1.7
Cc1ccc(Nc2cc(C)c3c(O)cccc3n2)cc1C	0	-6	-2	3	-48	-12	-1	72*

Only NR3A LBD binder, for some of the entries so far:
| Molecule | NR3A LBD binder |
| --- | --- |
| CCCN1CCN(C(=O)CCn2c(=O)c3cccn3c3cccnc32)CC1 | 0 |
| CC(C)c1cccc(C(C)C)c1OC(=O)[C@H]1OC(c2ccc(Br)cc2)=C[C@@H]1c1ccc(Br)cc1 | 0 |
| COC(C(=O)Nc1ccnn1C1CCN(C(=O)c2cccc(F)c2)CC1)c1ccccc1 (centres undefined) | -1 |
| O=C(O)C/C(=C\c1ccc(Cl)cc1)c1nc2ccccc2o1 | -3 |
| CCOc1cc(N2CCOCC2)c(OCC)cc1NC(=O)c1ccc(OC)cc1 | 1 |

Three entries already listed, ordered by the number in NR3A LBD binder, falling.
mol,NR3A LBD binder
O=C(Cc1cccs1)NNC(=O)C12CC3CC(CC(C3)C1)C2,1
CS(=O)(=O)N1CCN(c2ccccc2NC(=O)Cc2ccc(Cl)cc2)CC1,0
O=C(Nc1ccc2oc(Cc3ccc(Cl)cc3)nc2c1)c1cccnc1,-4

More records.
SMILES	A3A deaminase	CCR6 antag	APOBEC3G inh	NR3A LBD binder	Gli-Sufu block	CXCR6 inh	EBI2 block	MPTP inh
CCOc1ccc2oc(C(=O)N3CCN(c4ccccc4OCC)CC3)c(C)c2c1	1	7	-2	-3	2	-7	27	-0.6
CCOc1ccc(NS(=O)(=O)c2ccc(NC(=S)NC(C)=O)cc2)cc1	-1	17	-5	-7	12	10	-2	0.5
C=CCNC(=O)c1ccccc1NC(=O)c1ccccc1C	-12	17	-6	0	3	-6	-4	-1.4
O=C(CN1CCN(Cc2ccccc2)CC1)N/N=C\C=C/c1ccco1	2	-4	6	-3	-3	5	0	-0.9
COC(=O)Nc1ccc2c(c1)N(C(=O)CCCl)c1ccccc1S2	.	7	.	-5	5	-5	7	0.2
Cc1ccc(-n2cc[nH]c2=S)c(C)c1	-1	-2	4	-2	2	-2	-10	-0.1
COc1ccc2[nH]cc(CCNC(=O)Cc3ccc(Cl)cc3)c2c1	-4	11	-7	-6	-16	6	19	2.5
Cc1ccc(NC(=O)C2CC2)cc1S(=O)(=O)N1CCOCC1	0	-2	-2	2	6	3	6	0.2
N=C1C(c2nc3ccccc3[nH]2)=C(O)CN1c1ccc(CC(=O)O)cc1	-4	0	-4	0	2	5	-6	-0.5
COc1ccccc1NC(=O)c1c([N+](=O)[O-])cnn1C	-4	-4	-5	0	0	4	-1	0.2
CC(C)c1ccc(N)c(S(=O)(=O)O)c1	2	7	-5	2	6	-7	-5	0.2
O=C(CN(CCO)c1ccccc1)Nc1cccc(S(=O)(=O)N2CCCC2)c1	1	9	-8	-5	25	1	2	1.4
CCCC1CC(=O)NC1(C(=O)OCC)C(=O)OCC (centres undefined)	.	5	.	1	2	-4	-3	-1.8
Cc1ccccc1N1CCN(C2CCCN(C(=O)c3snnc3C)C2)CC1 (centres undefined)	0	10	-5	2	9	-3	-4	-0.7
O=S(=O)(Nc1cccc2cn[nH]c12)c1ccc(F)cc1	-3	7	-1	-1	2	0	-17	-0.3
O=C(Cn1ncc(Cl)c(Cl)c1=O)Nc1ccc2c(c1)OCO2	8	11	10	0	-4	3	11	-0.4
COC(=O)C1=C(C)N(CCc2c[nH]c3ccccc23)C(=O)/C1=C\N(C)C	-1	4	-3	-1	-9	-6	16	-1.0
CN(c1ccccc1)S(=O)(=O)c1cccc(NC(=O)c2ccc3ncsc3c2)c1	-5	2	-5	-3	-5	-13	-19	23
